# Assay outcomes (PubChem BioAssay)
# PLK1 PBD inh: inhibitors of human Plk1 polo box domain binding; P53350; Plk1 PBD phosphopeptide binding, fluorescence polarization; inhibition, %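 (tested at about 20 µM)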; hit rate 0.13% among 97,000; AID 693; in the data active = inhibition above about 34%, passing the limit was not always enough
# hDAT+cocaine: modulates human dopamine transporter uptake under cocaine; Q01959; hit rate 1.3% among 110,000; B-score at 10 µM; LLC-PK1 hDAT cells, [14C]-dopamine uptake with cocaine IC80; actives deviate in either direction;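 active = Z score or B-score, a plate-position-corrected score, falls beyond the plate's 99.7% confidence bounds, in either direction; inactive = both scores lie inside the 99.7% bounds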;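 note: scored against the spread of the other compound wells on the same plate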
# Target sequence (Q01959 whole entry, looked up): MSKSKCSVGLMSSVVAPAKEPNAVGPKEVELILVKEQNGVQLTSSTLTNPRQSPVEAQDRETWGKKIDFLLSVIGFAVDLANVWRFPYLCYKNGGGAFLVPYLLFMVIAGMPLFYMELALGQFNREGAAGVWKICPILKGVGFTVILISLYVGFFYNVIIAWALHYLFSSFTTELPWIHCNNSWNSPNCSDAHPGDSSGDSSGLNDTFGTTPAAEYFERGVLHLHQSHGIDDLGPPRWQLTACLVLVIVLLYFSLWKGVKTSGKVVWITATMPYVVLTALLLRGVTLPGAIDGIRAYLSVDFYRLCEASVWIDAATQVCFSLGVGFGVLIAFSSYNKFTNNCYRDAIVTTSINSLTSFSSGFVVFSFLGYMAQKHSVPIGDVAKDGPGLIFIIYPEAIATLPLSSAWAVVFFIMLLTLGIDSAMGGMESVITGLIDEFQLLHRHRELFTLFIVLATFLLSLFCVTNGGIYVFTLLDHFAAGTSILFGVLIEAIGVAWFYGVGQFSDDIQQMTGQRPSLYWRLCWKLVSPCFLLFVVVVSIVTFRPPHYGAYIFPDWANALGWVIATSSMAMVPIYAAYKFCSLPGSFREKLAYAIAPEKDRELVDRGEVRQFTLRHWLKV
# VCAM1 TNFa inh: reduces TNF alpha induced VCAM1 expression in HUVEC | HUVEC TNFa-induced VCAM-1 immunofluorescence, high-content imaging | hit rate 0.48% among 95,000 | AID 802 | inhibition, % at 2 µM;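 active = inhibition above the batch mean plus 3 SD, with images confirmed as a hit by eye, cut at about 37% in these data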;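 note: 0% = TNF-stimulated DMSO wells and 100% = unstimulated control wells; not every result past the cut was called active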
# sEH inh: inhibitors of human soluble epoxide hydrolase | hit rate 0.34% among 91,000 | recombinant human sEH enzymatic activity assay | inhibition, % at 2 µM | AID 707 | P34913; in the data active = inhibition above about 80%; note: values of inactives mirror those of a sister screen read the other way; many of its hits are not listed in these tables
# IL1B cytotox: toxic to HUVEC cells under IL-1B stimulation; HUVEC cell count loss, Hoechst imaging, IL-1B stimulated; cell count reduction, % at 2 µM; hit rate 0.41% among 94,000;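 active = cell count reduction more than 3 SD above the screen-wide mean, cut at about 70% in these data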;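 note: normalized per plate to untreated control cells as the no-loss baseline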
# PLK1 inh: PLK1 (human) kinase inhibition | P53350 | recombinant PLK1 kinase, TR-FRET peptide phosphorylation | inhibition, % at 10 µM | hit rate 0.53% among 97,000;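 active = inhibition of 50% or more in the single-concentration screen; inactive = inhibition below 50%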;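 note: 0% = DMSO max control and 100% = H-89 dihydrochloride min control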
# F-actin modifier: cytoskeleton assembly modification; HUVEC TNFa F-actin phalloidin imaging, high content; inhibition, % at 2 µM; hit rate 0.18% among 91,000;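 active = inhibition above the batch mean plus 3 SD and confirmed as a hit by visual image inspection, cut at about 30% in these data, passing the limit was not always enough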; note: strong numbers were not always called active
# Ecoli WT expand: growth inhibitors of E. coli BW25113 wild type. hit rate 0.15% among 98,000. growth inhibition, % at 100 µM. OD600 absorbance;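 active = growth inhibition above about 50% at one test dose, limit read from the data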;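 note: growth measured after 20 h incubation at 37 °C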
# TNFa cytotox: HUVEC cytotoxicity counter-screen, TNF alpha stimulated; HUVEC TNFalpha-stimulated, Hoechst cell count, imaging; cell count reduction, % at 2 µM; hit rate 0.17% among 93,000; AID 848;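 active = cell count reduction exceeding the screen mean by over 5 SD, scaled to untreated wells per plate, cut at about 78% in these data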;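 note: cells counted after 24 h of TNF alpha exposure following the 1 h pretreatment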
# The depositor's hits bear a star; nt = no result given. No enrichment for hits, and some 3.4% of all compounds hit somewhere here.
SMILES,PLK1 PBD inh,hDAT+cocaine,VCAM1 TNFa inh,sEH inh,IL1B cytotox,PLK1 inh,F-actin modifier,Ecoli WT expand,TNFa cytotox
CC1CC(C)CN(CCCNC(=O)C2CCC(=O)N2C2CCCC2)C1 (stereo unspecified),8,-1.4,7,-18,-20,-13,4,-3,-13
CCOc1cc(/C=C2/C(=O)ON=C2C)ccc1OCc1ccc(F)cc1,19,0.013,0,14,12,-13,-14,-13,nt
c1ccc(CSc2ncnc3c2sc2nc(N4CCOCC4)c4c(c23)CCCC4)cc1,22,-0.54,-7,11,-13,-20,-17,-20,-21
CCC(=O)Nc1c(-c2ccc(OC)cc2)c(=O)c2ccccc2n1C,-5,-9.1*,nt,-2,-26,-3,-5,-5,nt
N#CCOc1nc(N2CCOCC2)nc(N2CCOCC2)n1,-9,-0.02,11,-10,6,-1,10,4,-22
O=C(NCc1ccco1)C(c1ccc(F)cc1)N(Cc1cccnc1)C(=O)Cn1nnc2ccccc21 (stereo unspecified),14,-0.022,2,-12,-23,-14,-3,-1,-21
Cc1cc(C2(c3cc(C)c(NC(=O)CN4CCOCC4)c(C)c3)CCCCC2)cc(C)c1NC(=O)CN1CCOCC1,-5,0.19,12,-3,-4,1,nt,1,18
Cc1ccc(S(=O)(=O)CCc2ccccn2)cc1,-21,-0.45,-1,9,-44,-12,4,-3,-20
C=CCn1c(SCC(=O)c2c(N)n(C)c(=O)n(C)c2=O)nc2sc(CC)cc2c1=O,20,nt,-22,-3,-11,-9,2,0,-45
Cc1ccc2c(c1)NC(=O)c1cccnc1N2,6,nt,10,-8,nt,-13,8,15,-8
CCn1c(=O)c(C(=O)NCc2ccccn2)c(O)c2ccccc21,17,1.3,0,nt,-13,-17,-8,15,-4
N/C(=N\OC(=O)c1ccc(Cl)cc1)c1cccnc1,12,0.49,6,-11,10,2,12,9,-22
O=C(c1ccc(Cl)cc1)c1ccc(OCC(O)CN2CCOCC2)cc1 (stereo unspecified),-2,-0.14,23,-3,-16,-2,14,3,-14
Cc1nc(N2CCCC2C(=O)O)c2oc3ccccc3c2n1 (stereo unspecified),-2,-0.25,-1,0,10,8,4,-5,-19
CN(c1ccc(C(=O)Nc2ccccc2C(F)(F)F)cc1)S(C)(=O)=O,-5,-0.0033,nt,15,-94,0,nt,-1,nt
COc1ccccc1N(CC(=O)NCc1cccnc1)S(C)(=O)=O,-12,-1.3,-1,17,-14,-3,11,7,-24
COc1cc(C2C(C(=O)c3ccc(C)o3)=C(O)C(=O)N2c2cc(C)on2)ccc1O (stereo unspecified),15,-0.65,8,-12,10,-5,-33,1,5
CCNc1nc(Oc2ccc(C(=O)OC)cc2)nc(N(C)C)n1,-15,0.0019,8,4,11,-3,-38,4,79*
Nc1nc(-c2ccco2)nn1C(=O)c1ccccc1,-10,0.53,8,6,11,-6,nt,-6,5
COc1ccc(-c2cc(C(F)(F)F)nc(S(=O)(=O)CCC(=O)N3CCOCC3)n2)cc1,1,0.4,98*,-3,6,-5,-15,3,20
COc1ccc(OC)c(S(=O)(=O)NCc2cn3cccc(C)c3n2)c1,-8,1.5,-32,1,21,-14,2,nt,-21
CCc1c(C)c(C#N)c2nc3ccccc3n2c1Nc1c(C)n(C)n(-c2ccccc2)c1=O,6,-1.7,-6,1,3,-10,8,-2,20
O=C(CSc1nc2ccccc2o1)Nc1ccc(N2CCOCC2)c(Cl)c1,8,0.0052,-5,38,-36,8,13,29,-20
CC1CCCN(S(=O)(=O)c2cc(Cl)ccc2Cl)C1 (stereo unspecified),-20,0.29,16,-11,-26,-11,-9,1,5
COc1ccc(N2CCN(C(=O)CSc3nnc4n3C(C)(C)Cc3ccccc3-4)CC2)cc1,14,0.4,-3,-8,3,-13,-11,-12,-16
CCOc1ccc(C(=O)CCNC(Cc2cnc[nH]2)C(=O)O)cc1 (stereo unspecified),-5,-0.3,-27,4,-16,-13,-17,8,-8
CCOC(=O)C(CC)Sc1nnc2n1C(C)(C)Cc1ccccc1-2 (stereo unspecified),6,0.34,-9,5,-28,-9,1,7,-20
O=C(CCN1C(=O)C2CC=C(Cl)CC2C1=O)NC1CCCCC1 (stereo unspecified),13,0.11,3,12,12,1,-7,1,0
CCCn1c(=N)c(C(=O)NC2CCCC2)cc2c(=O)n3cccc(C)c3nc21,6,1.6,6,-8,-15,-12,4,nt,nt
Cc1ccc2nc(NC(=O)CN3CCOCC3)sc2c1,18,0.52,7,9,4,-5,3,-5,-10
COc1ccc2nc(SCC(=O)N3CCN(c4ccc(F)cc4)CC3)c(C#N)cc2c1,-5,0.35,14,-11,-10,-2,41,nt,-37
O=C(CCc1nc2cccnc2n1Cc1ccccc1)N1CCOCC1,21,-0.024,5,12,11,0,5,2,-4
O=S(=O)(c1ccccc1)c1nc(-c2ccco2)oc1NCCN1CCOCC1,-11,0.55,2,-2,10,-2,17,-3,-18
CC(C(=O)N1c2ccccc2Sc2ccccc21)n1nnc(-c2cccs2)n1 (stereo unspecified),3,-0.52,8,2,-7,2,0,-16,-32
Cc1ccc(-c2cc(-c3cccs3)[nH]n2)c(O)c1,4,-0.29,-4,-4,-5,-4,10,14,-13
O=S(=O)(NC1CCCCC1)c1cccc(-c2nnc(-c3ccccc3)o2)c1,-13,0.5,8,4,-14,-19,24,-3,-52
Cc1cccc(OCCn2c(=O)n(C)c3ccccc32)c1,-7,0.93,-16,7,-4,4,-1,12,-7
Brc1ccc(CN2CCSCC2)cc1,-17,-0.083,2,-12,nt,0,-13,12,-2
CC1=C(C(=O)OCC(C)C)C(c2cc3c(cc2Br)OCO3)NC(=O)N1C (stereo unspecified),6,-0.094,-32,26,-40,-5,8,6,-24
COC(=O)C1=C(C)N(C)C(=O)NC1c1cc(Cl)cc(Cl)c1OC (stereo unspecified),-9,-1.2,-1,16,-20,-18,14,8,-43
CC(C)n1c(SCC(=O)Nc2nc3c(s2)CCCC3)nc2c1c(=O)n(C)c(=O)n2C,18,0.18,1,6,-16,-10,1,nt,-14
CC1(C)CC(=O)c2cc(OCC(=O)N3CCOCC3)ccc2O1,-3,1,-7,9,-9,-1,nt,8,-4
CCn1c(Cc2c(C)[nH]c3ccccc23)n[nH]c1=S,-13,1.6,16,12,-13,-8,40,4,-38
CC(=O)N1CCc2cc(NC(=O)c3ccc(C)cc3)ccc21,17,-0.93,nt,-5,2,-10,nt,-2,nt
Cc1csc(NC(=O)C2CCN(S(=O)(=O)c3ccc4c(c3)oc(=O)n4C)CC2)n1,-19,0.94,11,13,7,-9,5,3,-9
Cc1cc(N2CCOCC2)cc(C)[n+]1[O-],13,-0.74,-21,9,-31,-10,-1,-3,-16
O=C(O)c1ccccc1-c1ccccc1C(=O)Nc1ccccc1,-18,0.69,-24,8,-9,-5,-7,-4,-40
COc1ccccc1NC(=O)CN(Cc1ccccc1)S(C)(=O)=O,-16,0.92,-1,3,26,-10,3,nt,-12
N/C(=N\OC(=O)c1ccco1)c1ccc(Br)cc1,-5,0.0078,3,-7,2,-11,-28,17,14
COc1cc(-c2nc(-c3ccccc3)c(-c3cccs3)[nH]2)cc(OC)c1OC,-2,0.028,-2,0,7,-5,3,-6,-28

# Three compounds from above, arranged by the number in PLK1 PBD inh, descending:
SMILES	PLK1 PBD inh
O=C(CCN1C(=O)C2CC=C(Cl)CC2C1=O)NC1CCCCC1 (stereo unspecified)	13
CC1CC(C)CN(CCCNC(=O)C2CCC(=O)N2C2CCCC2)C1 (stereo unspecified)	8
CCNc1nc(Oc2ccc(C(=O)OC)cc2)nc(N(C)C)n1	-15

# Additional structures.
SMILES,PLK1 PBD inh,hDAT+cocaine,VCAM1 TNFa inh,sEH inh,IL1B cytotox,PLK1 inh,F-actin modifier,Ecoli WT expand,TNFa cytotox
Cc1ccc(C(C(=O)NC2CCCC2)N(Cc2ccco2)C(=O)CCC(=O)Nc2ccccn2)cc1 (stereo unspecified),-10,-0.19,-31,3,-13,-10,6,1,-30
O=C(Nc1sc2c(c1C(=O)O)CCC2)c1ccco1,-6,-0.029,-2,0,12,-7,-13,-11,-3
COc1ccc(S(=O)(=O)Nc2nncs2)cc1,15,0.044,7,10,-42,-17,19,-1,-28
CCCN1CCC2(CC1)C(C#N)=C(N)Oc1c2sc2nc(C)cc(C)c12,-4,0.049,-4,-8,16,-6,14,-4,-9
COc1ccccc1-c1c(C#N)c(SCC(=O)N2CCCC2)nc(C)c1C(N)=O,-21,-0.41,-9,6,-8,5,20,-4,-43
COc1ccc(-c2[nH]ncc2-c2cnc(C)s2)c(O)c1,-10,2.3,-8,nt,-11,-13,-14,7,-8
COCC(=O)Nc1nnc(C2CCCCC2)s1,2,0.055,2,3,10,-7,-6,-2,2
NS(=O)(=O)c1ccc(NC(=O)CSC2=NC(=O)C(c3ccccc3)C(=O)N2)cc1 (stereo unspecified),19,-1.4,11,-1,24,-15,15,1,-7
CCOC(=O)C(C)Sc1nc2ccccc2c(=O)n1CC (stereo unspecified),6,-0.85,17,10,-18,-2,15,3,3
CCOC(=O)c1cc2cc(OC)ccc2[nH]1,6,-0.14,5,3,8,-15,8,0,-17
O=C(NCc1ccccc1)N1CCC(n2cnc3cc(F)ccc32)CC1,8,-0.18,-9,3,-16,3,19,0,-24
Cc1cc(C)n(-c2nncn2NC(=O)c2ccc(Cl)cc2O)n1,-11,0.55,10,nt,-24,-16,-24,1,54
C=CCNC(=O)c1onc(CSc2ccccc2)c1C(=O)O,-3,-0.39,-2,3,7,-12,21,-5,-22
COc1ccccc1CNC(=O)CSc1nc2nc(C)cc(C)n2n1,18,-0.5,-6,7,6,-9,0,-1,1
COc1ccc(-n2nnnc2SCC(=O)c2ccc(OC)c(OC)c2)cc1,4,0.64,7,nt,-29,-15,17,-26,-32
COc1cccc(C2CC(c3cccs3)=NN2C(=O)CSC2=NN3CCCC(=O)N=C3S2)c1OC (stereo unspecified),-12,0.18,14,nt,-4,2,-2,-9,-8
COc1ccc(Nc2oc(COc3ccccc3F)nc2C#N)cc1,7,-0.034,9,-9,-5,3,3,-9,15
Cc1cccc(C)c1N1CCN(S(=O)(=O)N2CCOCC2)CC1,8,-0.22,11,-7,1,-20,4,-5,14
Cc1ccc(Cl)cc1N1CCN(C(=O)CN2C(=O)c3cccc4cccc2c34)CC1,4,0.15,21,8,-48,-9,15,-7,-2
O=c1c2[nH]c3ccc(F)cc3c2ncn1C1CCCCC1,-5,-1.2,-14,3,-16,-1,2,-9,18
COCCN(CCOC)S(=O)(=O)c1ccc(C(=O)Nc2nc(C)c(C(C)=O)s2)cc1,1,1,-3,3,12,-10,-11,-12,-24
Nc1nc(-c2cccs2)c(NC(=O)c2ccccc2)s1,6,1.8,1,3,-15,-6,60,7,15
O=C(O)CCCC(=O)OCCCCc1cccs1,5,-0.087,9,-6,-6,-6,nt,-11,-8
CCCOC(=O)Nc1cccc(C(C)=O)c1,-5,-1,20,-8,15,-10,4,nt,6
CCOc1ccc(C(=O)Nc2c(C(N)=O)oc3ccccc23)cc1,-8,-1,3,4,-26,-9,2,4,-4
Cc1ccsc1/C=C1\CCc2ccccc2C1=O,26,0.98,4,-4,9,-1,-1,7,-8
O=C(O)C1CCCCC1C(=O)Nc1ccccc1Nc1ccccc1 (stereo unspecified),-20,1.2,-4,-7,-4,-4,29,-2,-23
Cc1cccc(-n2c(C)cc(C=C3C(=O)c4ccccc4C3=O)c2C)c1,-12,nt,-28,-10,-19,-3,-4,-4,-28
Cc1ccc(-c2cc(-c3nnc(SCC(=O)N(C)CCC#N)n3N)c3ccccc3n2)cc1,-28,1.2,0,-9,-3,-12,21,4,4
